PABP1 MLLE inh – inhibitors of PABP1 MLLE–PAM2 peptide binding, primary screen, biochemical, fluorescence polarization, FITC-PAM2, GST-MLLE; Polyadenylate-binding protein 1 (Homo sapiens), P11940; inhibition, % at 20 µM; 360,000 tested, 0.36% active; AID 588489, 2011; in the data active means inhibition above about 35%, passing the limit was not always enough;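 further: plate controls were DMSO wells with GST-MLLE for no effect and wells lacking GST-MLLE protein for full effect; some results filed as inactive read as strong as hits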
Tb MetRS inh – T. brucei MetRS inhibitors, primary screen, biochemical, luminescence | purified T. brucei MetRS, ATP depletion, Kinase-Glo luminescence | inhibition, % at 11.9 µM | 360,000 tested, 0.4% active | AID 624268, 2012;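 active means inhibition above a per-plate cutoff of the control wells' mean inhibition plus 3 SD, cut at about 5.5% in these data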;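 further: 0% = DMSO wells median and 100% = median of wells with control inhibitor compound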
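System: purified T. brucei MetRS enzyme / Detection: Kinase-Glo luciferase luminescence reporting remaining unconsumed ATP / Medium: HEPES buffer with MgCl2, KCl, DTT, spermine, BSA, pyrophosphatase / Replication: singlicate, one well per compound / Evaluation: percent inhibition relative to median high and low control wells / Schedule: 2 h aminoacylation at 25 °C after 15 min preincubation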
FAS-TE inh – FAS thioesterase domain inhibitors, primary screen, biochemical, fluorescence intensity, uHTS | 360,000 tested, 0.67% active | inhibition, % at 15 µM | recombinant FAS-TE, OMFH fluorogenic substrate, fluorescence endpoint | Fatty acid synthase (Homo sapiens), P49327;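 active means compounds whose normalised, plate-corrected inhibition of enzyme fluorescence in the single-dose primary screen is 50% or more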;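 further: 0% = DMSO with enzyme and 100% = substrate without enzyme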
MsrA inh – bovine MsrA enzyme inhibitors, primary screen, biochemical, absorbance, HTS. purified bovine MsrA, absorbance read-out. Methionine sulfoxide reductase A (Bos taurus). 360,000 tested, 0.75% active. inhibition, % at 15.5 µM. AID 651718, 2012; in the data active means inhibition above about 4.5%;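 further: 0% = vehicle wells with enzyme and 100% = reference inhibitor wells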
Rin1-Abl PPI inh – inhibitors of Rin1-Abl protein binding, primary screen, biochemical, TR-FRET | 360,000 tested, 0.4% active | Tyrosine-protein kinase ABL1 (Homo sapiens) + Ras and Rab interactor 1 (Homo sapiens), … | inhibition, % at 7.35 µM; in the data active means inhibition above about 5%, passing the limit was not always enough
Target sequence (P00519 whole entry, looked up): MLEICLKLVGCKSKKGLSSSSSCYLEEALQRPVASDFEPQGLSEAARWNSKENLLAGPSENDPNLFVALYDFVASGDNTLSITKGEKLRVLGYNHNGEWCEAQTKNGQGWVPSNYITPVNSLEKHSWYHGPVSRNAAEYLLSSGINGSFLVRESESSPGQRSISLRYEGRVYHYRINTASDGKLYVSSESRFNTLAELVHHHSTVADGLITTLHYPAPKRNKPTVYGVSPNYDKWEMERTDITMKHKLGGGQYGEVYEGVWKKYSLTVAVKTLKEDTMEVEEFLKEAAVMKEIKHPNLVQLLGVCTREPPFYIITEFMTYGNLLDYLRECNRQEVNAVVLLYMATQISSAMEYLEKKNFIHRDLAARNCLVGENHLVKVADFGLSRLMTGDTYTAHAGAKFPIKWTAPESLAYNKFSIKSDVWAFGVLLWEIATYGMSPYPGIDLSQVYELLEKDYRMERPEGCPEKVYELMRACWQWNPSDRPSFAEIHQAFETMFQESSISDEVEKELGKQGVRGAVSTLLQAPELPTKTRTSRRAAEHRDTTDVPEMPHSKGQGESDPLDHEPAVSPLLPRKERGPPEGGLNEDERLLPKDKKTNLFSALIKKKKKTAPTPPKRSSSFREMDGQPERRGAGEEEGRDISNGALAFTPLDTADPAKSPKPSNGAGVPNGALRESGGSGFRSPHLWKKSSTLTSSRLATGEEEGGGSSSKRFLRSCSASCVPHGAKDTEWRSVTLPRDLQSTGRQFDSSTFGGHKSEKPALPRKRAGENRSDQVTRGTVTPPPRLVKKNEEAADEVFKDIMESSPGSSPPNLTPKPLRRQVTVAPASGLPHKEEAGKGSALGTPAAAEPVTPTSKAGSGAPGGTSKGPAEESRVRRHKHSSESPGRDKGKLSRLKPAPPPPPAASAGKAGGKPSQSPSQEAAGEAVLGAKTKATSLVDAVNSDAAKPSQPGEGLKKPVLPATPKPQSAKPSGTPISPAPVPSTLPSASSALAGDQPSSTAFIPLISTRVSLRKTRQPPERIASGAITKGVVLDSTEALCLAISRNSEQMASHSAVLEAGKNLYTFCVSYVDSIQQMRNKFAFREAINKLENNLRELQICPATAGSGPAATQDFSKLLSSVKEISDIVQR
Target sequence (Q13671 whole entry, looked up): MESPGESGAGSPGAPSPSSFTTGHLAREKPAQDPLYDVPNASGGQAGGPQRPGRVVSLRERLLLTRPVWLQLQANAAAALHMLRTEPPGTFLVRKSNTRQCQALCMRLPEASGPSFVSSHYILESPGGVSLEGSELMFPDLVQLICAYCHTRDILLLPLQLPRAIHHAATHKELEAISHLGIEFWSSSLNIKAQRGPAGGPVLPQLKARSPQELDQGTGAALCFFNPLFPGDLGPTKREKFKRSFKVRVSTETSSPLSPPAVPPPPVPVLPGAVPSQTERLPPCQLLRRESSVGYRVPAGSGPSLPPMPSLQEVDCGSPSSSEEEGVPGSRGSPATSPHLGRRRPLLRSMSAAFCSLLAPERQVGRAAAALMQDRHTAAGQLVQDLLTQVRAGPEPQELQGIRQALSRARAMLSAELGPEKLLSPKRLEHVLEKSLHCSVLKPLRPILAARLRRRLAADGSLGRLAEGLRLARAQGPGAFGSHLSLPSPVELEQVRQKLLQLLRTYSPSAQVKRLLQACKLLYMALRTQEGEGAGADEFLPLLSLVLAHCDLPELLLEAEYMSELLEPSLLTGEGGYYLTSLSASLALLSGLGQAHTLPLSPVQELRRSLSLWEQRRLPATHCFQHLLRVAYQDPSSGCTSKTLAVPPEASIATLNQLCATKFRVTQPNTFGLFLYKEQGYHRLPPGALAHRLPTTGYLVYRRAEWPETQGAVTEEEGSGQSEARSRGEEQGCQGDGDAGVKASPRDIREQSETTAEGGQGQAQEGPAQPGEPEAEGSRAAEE
bovine MsrA act – bovine MsrA enzyme activators, primary screen, biochemical, absorbance, HTS. activation, % at 10.6 µM. purified bovine MsrA, absorbance read-out. 360,000 tested, 0.3% active; in the data active means activation above about 7.5%;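 further: 0% = vehicle and 100% = reference activator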
Neddylation inh – inhibitors of cullin neddylation, primary screen, biochemical, TR-FRET, uHTS, NAE and Ubc12; NEDD8-conjugating enzyme Ubc12 (Homo sapiens) + NEDD8-activating enzyme E1 regulatory …; calls only at 25 µM; 360,000 tested, 0.58% active; in the data active means inhibition above about 36%
E coli Lon inh – inhibitors of E. coli Lon protease, primary screen, biochemical, fluorescence polarization; purified E. coli Lon protease; inhibition, % at 7.94 µM; AID 602123, 2011; P0A9M0; 360,000 tested, 0.42% active; in the data active means inhibition above about 13%, passing the limit was not always enough;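 further: 0% = enzyme with probe and DMSO and 100% = no enzyme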
CSN deneddyl inh – inhibitors of CSN-mediated cullin deneddylation, primary screen, biochemical, fluorescence polarization, uHTS | COP9 signalosome complex subunit 5 (Homo sapiens), Q92905 | Purified CSN, SCF-Nedd8-OG deneddylation | inhibition, % at 12.5 µM | 360,000 tested, 0.38% active | AID 651999, 2013;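 active means pattern-corrected inhibition above about 35%, with an unprinted fluorescence ratio check between 0.5 and 1.5, limit read from the data, passing the limit was not always enough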;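 further: 0% = enzyme with substrate and 100% = substrate without enzyme; some results filed as inactive read as strong as hits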
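Assay system: HEK293T-derived human Csn5 enzyme; quantity: 0.24 nM enzyme; medium: Tris/NaCl/DTT buffer, pH 7.5; also added: substrate SCFSkp2-Nedd8OG, 10 nM; doses: 12.5 µM compound; schedule: 90 min reaction at room temperature; signal: FP; read-out: % inhibition of substrate cleavage by Csn5; benchmarks: substrate-only high control, full reaction low control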
Active calls of the source: *; i = inactive; · = no result given; & = joins results of further samples. Compounds were not picked by outcome. Share with any hit: about 4%.

SMILES	PABP1 MLLE inh	Tb MetRS inh	FAS-TE inh	MsrA inh	Rin1-Abl PPI inh	bovine MsrA act	Neddylation inh	E coli Lon inh	CSN deneddyl inh
O=C(CCc1ccccc1)Nc1nccs1	-11	-0.2	0	-0.8	1	-3	i	-7	0
CCCCn1c(NCc2ccc(OC)cc2O)nc2ccccc21	2	0.5	2	-0.4	-4	-3	i	0	4
Cc1ccc(NC(=O)CCc2c(C)nn(-c3ccc(N4CCOCC4)nn3)c2C)c(C)c1	0	0.3	-6	-0.4	3	-2	i	-2	-2
CN(C)CCNCCCNc1c2ccccc2nc2cccc([N+](=O)[O-])c12	52*	-0.1	-16	0.1	1	-1	i	27	0
CSc1ccccc1NC(=O)CN(C)CC(=O)Nc1ccccc1N1CCOCC1	-5	0.0	-2	-0.5	-4	-3	i	-7	-2
CN(C)c1ccc(C(=O)N/N=C/c2ccccn2)cc1	-5	-0.2	-5	7.4*	-6	-3	i	0	-1
CC1Cc2cc(/C(O)=C3/C(=O)C(=O)N(CC4CCCO4)C3c3ccco3)ccc2O1 (configuration not stated)	11	-1.1	-4	2.8	-1	-10	i	3	10
Cc1noc(C)c1C(=O)N1CCN(S(=O)(=O)c2ccc(F)cc2)CC1	-3	-0.6	-9	-0.5	5	-3	i	0	-3
COc1ccc(N(CC(=O)NCc2ccccc2C)S(=O)(=O)c2ccc(C)cc2)cc1OC	4	-0.5	0	0.3	4	7	i	0	5
CCc1ccc(OCc2nnc(NC(=O)c3cccs3)s2)cc1	-3	-0.6	-6	-0.3	0	-5	i	-8	-3
CCc1cc(C(=O)OC)c(NC(=O)CCC(=O)O)s1	28	0.0	-8	-0.5	-2	-2	i	5	-4
O=C(COC(=O)CCSc1ccccc1)NCc1ccccc1Cl	14	0.8	-2	-0.4	1	0	i	4	-12
O=C(NC1CCS(=O)(=O)C1)c1ccccc1Cl (configuration not stated)	5	-0.2	-10	0.2	0	4	i	-9	-1
COC(=O)c1ccc(CNC(=O)C23CC4CC(CC(C4)C2)C3)cc1	-9	-0.5	5	-0.2	3	-2	i	5	-5
COc1ccc(-c2nc3ccc(C)cn3c2NCc2ccc3c(c2)OCO3)cc1	-9	-0.2	0	-0.4	-1	-4	·	0	7
O=C1C2C3C=CC(C3)C2C(=O)N1c1n[nH]c(-c2ccccc2)n1 (configuration not stated)	-6	-0.4	-5	-0.5	-2	-1	i	0	3
C(=N\Nc1nc2ccccc2[nH]1)/c1ccc2ncccc2c1	-103	4.2	-10	3.6	-3	-8	i	-3	3
CCN1C(=O)/C(=C2\C=Cc3ccccc3N2CC)SC1=S	-12	-0.5	38	-0.3	0	0	i	-9	7
CCNC(=O)C1(C)CCN(C(=O)c2cc(F)cc(F)c2)C1 (configuration not stated)	5	0.0	-2	1.0	-2	-1	i	-3	-1
COc1ccc(-c2noc(CCC(=O)NC3CCCCCC3)n2)cc1	-5	-0.7	2	-1.4	4	-4	i	-7	1
Cc1ccc(S(=O)(=O)N2CCCCC2)cc1NC(=O)COC(=O)c1ccc(=O)[nH]c1	5	0.2	-4	0.0	-1	-2	i	1	-3
Cc1cccc(NC(=O)c2nc[nH]c2C(=O)N[C@@H](CC(C)C)C(=O)OCc2ccccc2)c1	2	0.2	17	1.0	-1	0	i	2	0
CCOc1ccccc1-n1c(SCC(=O)NCc2ccco2)nnc1-c1ccncc1	1	-1.2	-7	0.2	3	-16	i	-9	3
COC(=O)[C@@]12C[C@@H](CC(=O)N3CCC(c4ccccc4)CC3)C(=O)N(Cc3ccccc3)C1=CCC(C)(C)C2	·	-0.7	·	-1.0	·	·	i	·	-2
Cc1cccc(OCCSc2cc(C)nc(N)n2)c1	13	-0.3	1	-0.2	-3	1	i	5	-1

(more compounds)
SMILES	PABP1 MLLE inh	Tb MetRS inh	FAS-TE inh	MsrA inh	Rin1-Abl PPI inh	bovine MsrA act	Neddylation inh	E coli Lon inh	CSN deneddyl inh
Cn1c(=NC(=O)CN2C(=O)C3CC=CCC3C2=O)sc2ccccc21 (configuration not stated)	2&-6	-0.2&-0.3	-1&-2	0.2&-0.6	2&-1	1&-3	i	0&3	8&1
COc1cc(/C=C/C(=O)OCC(=O)NC(=O)NC(C)C)ccc1OCC#N	-9	0.0	-13	2.2	-3	-3	i	0	-2
CCOC(=O)C1=C[C@@H](CC)N(S(=O)(=O)c2ccc([N+](=O)[O-])cc2)[C@H]1c1ccccc1	-15	0.2	10	-0.1	-3	-2	i	-9	3
COc1ccc(C(=O)Nc2ccc3c(c2)OCO3)cc1OC	-7	-0.9	-6	0.7	-3	-2	i	-8	2
O=C(COC(=O)[C@@H]1CC(O)CN1S(=O)(=O)c1ccccc1[N+](=O)[O-])c1ccccc1 (some centres not stated)	3	-0.4	0	0.8	2	-1	i	3	-9
O=C1Nc2cc(C(=O)NCCCN3CCCC3)ccc2S/C1=C/c1ccccc1F	-26	-0.5	-5	0.3	0	-6	i	3	2
COc1ccc(NC(=O)Nc2cccc3c2O[C@H](CN(C)S(=O)(=O)c2ccccc2)[C@@H](C)CN([C@H](C)CO)C3=O)cc1	-17	-0.2	6	1.0	7	-1	i	8	-2
Cc1ccccc1-c1nnc(SCC(=O)NC2CCCC2)n1C	-2	-0.3	-6	0.4	1	0	i	-9	3
CCn1cc(C(C)(C)C)c(C#N)c1NC(C)=O	2	-0.9	-9	-1.0	-1	-5	i	7	2
CNc1cc(NS(=O)(=O)c2ccc(N)cc2)nc(NC)n1	-1	-1.2	-2	1.1	-1	-3	i	-7	0
CCc1ccc(NC(=O)c2cc(-c3ccc4c(c3)OCO4)on2)cc1	0	-0.9	-4	0.8	4	-3	i	-22	5
CCN(CC)CCn1c2ccccc2c2nc3ccccc3nc21	7	0.2	-3	1.5	-5	-2	i	0	0
COc1ccc(-c2nc(S(=O)(=O)c3ccccc3)c(NCCCN3CCOCC3)o2)cc1	21	-0.3	-4	0.3	-1	0	i	2	1
CCN1CCN(C(=O)c2ccccc2Nc2ccc(SC(F)F)cc2)CC1	-5	-0.3	-1	0.1	0	-2	i	2	8
Cc1ccc(NC(=O)c2ccco2)c(NC(=O)C2CCCO2)c1 (configuration not stated)	0	-0.1	-5	-1.4	2	-3	i	-5	5
C[C@@H](NC(=O)[C@@H]1CCCN1C(=O)[C@@H]1CCCN1)c1ccccc1	·	-0.5	-11	-0.2	·	-2	i	-2	-4
O=C1COc2ccc(S(=O)(=O)N3CCN(c4cccc(C(F)(F)F)c4)CC3)cc2N1	8	-0.3	0	-0.8	-1	-2	i	2	-2
O=C(O)c1n[nH]c2ccccc12	-5	-1.1	2	-0.3	-2	-1	i	6	6
CC1(C(=O)NC2CCCC2)CCC(=O)N1Cc1ccccc1 (configuration not stated)	2	-0.1	-10	-0.4	0	-5	i	-1	1
NC(=O)c1nsc(C(=O)N(c2ccc3c(c2)OCCO3)C(C(=O)NCC2CCCO2)c2ccc(F)cc2)c1N (configuration not stated)	-12	-0.4	1	2.5	11*	-3	i	-4	-1
Cc1ccc(C)c2[nH]c(=O)c(CN(CCN3CCOCC3)Cc3nnnn3CC3CCCO3)cc12 (configuration not stated)	16	-0.3	-6	0.5	-2	-1	i	7	1
O=c1[nH]c2ccccc2nc1N1CCOCC1	5	-0.7	0	-0.8	-5	-4	i	0	4
CC(C)(CNC(=O)c1ccc(S(=O)(=O)Nc2ccc(Cl)cc2)cc1)N1CCOCC1	-9	-0.1	-5	1.2	4	-5	i	4	0
Cc1cnc(C(=O)OCC(=O)c2ccc[nH]2)cn1	-12	-0.2	-7	-0.1	-1	-2	i	-9	0
CCCOC(=O)/C(C(N)=NCc1ccccc1)=C(\O)OCCC	-2	-0.4	23	-0.8	1	3	i	-8	-4

More compounds
SMILES	PABP1 MLLE inh	Tb MetRS inh	FAS-TE inh	MsrA inh	Rin1-Abl PPI inh	bovine MsrA act	Neddylation inh	E coli Lon inh	CSN deneddyl inh
C/C(=C\C(=O)c1ccc(Br)cc1)Nc1cccc(Cl)c1	3	-1.0	6	-1.4	1	-4	i	-9	-2
O=C(CC(NS(=O)(=O)c1ccc(Cl)cc1)c1ccco1)NC1CCCC1 (configuration not stated)	-9	-0.7	2	·	2	-4	i	-8	2
CC(C(=O)NCC1CCCO1)N1C(=O)C2C3CC(C(Br)C3Br)C2C1=O (configuration not stated)	-5	-0.2	-5	1.0	2	-3	i	3	-2
O=C(NNS(=O)(=O)c1ccc(Cl)cc1)c1cccc(S(=O)(=O)N2CCOCC2)c1	-9	0.1	-5	1.6	-4	-3	i	-10	3
COc1cc(OC)cc(C(=O)NCC(=O)N2CCCCC2)c1	-9	-0.8	-2	-0.8	-3	-2	i	-4	-3
O=C(Nc1ccc(Oc2ccccc2)cc1)c1ccc2sc([C@H]3C[C@H](O)[C@@H](CO)O3)nc2c1	10	0.6	-3	-0.9	-2	-2	i	2	6
Cc1ccc(NS(=O)(=O)c2ccc(C(=O)OCC(=O)Nc3cc(C)on3)cc2)cc1	-15	0.0	6	0.1	-1	-3	i	-2	1
Cc1ccc(-c2nnc(C)c(N3CC(C)OC(C)C3)n2)cc1 (configuration not stated)	-3	-1.1	1	0.9	1	-3	i	-12	4
CCC(C)(C)n1nnnc1C(c1ccc(C)cc1)N(Cc1ccco1)Cc1cccs1 (configuration not stated)	-2	0.3	23	2.6	-2	-1	i	0	7
COc1ccc(Cl)c2sc(N(CCN(C)C)C(=O)CCS(=O)(=O)c3ccc(C)cc3)nc12	0	-0.3	-6	-1.8	0	-3	i	-12	8
Cc1ccc(N2CC(C(=O)N3CCC(C(=O)Nc4nncs4)CC3)CC2=O)cc1 (configuration not stated)	-2	-0.3	-8	-0.9	4	-3	i	-2	4
C#CCOCCOCCOCCNc1nc(N2CCN(C(=O)[C@H](CCC(=O)O)n3cc([C@@H](N)CO)nn3)CC2)nc(N2CCN(C(=O)[C@H](CCC(=O)O)n3cc([C@@H](N)CCSC)nn3)CC2)n1	-1	0.9	-5	0.6	-8	-3	i	-6	0
O=C(COC(=O)CC1CC2CCC1C2)NCc1ccc(F)cc1 (configuration not stated)	-3	-0.1	7	-0.7	3	-2	i	-11	1
Cc1ccc(N(CC(O)CN2CCCCC2)S(=O)(=O)c2ccccc2[N+](=O)[O-])cc1 (configuration not stated)	-8	-0.1	-7	0.0	0	-2	i	9	-12
O=C1CC(N2CCN(c3ccc(F)cc3)CC2)C(=O)N1c1ccc(F)cc1 (configuration not stated)	-1	-0.6	1	-0.9	1	-2	i	-8	3

Sorted by the number under MsrA inh (ascending): 3 of the compounds above.
smiles	PABP1 MLLE inh	Tb MetRS inh	MsrA inh	Rin1-Abl PPI inh	bovine MsrA act	Neddylation inh	E coli Lon inh	CSN deneddyl inh
Cc1ccc(NC(=O)c2ccco2)c(NC(=O)C2CCCO2)c1 (configuration not stated)	0	-0.1	-1.4	2	-3	i	-5	5
Cc1ccccc1-c1nnc(SCC(=O)NC2CCCC2)n1C	-2	-0.3	0.4	1	0	i	-9	3
O=C(NNS(=O)(=O)c1ccc(Cl)cc1)c1cccc(S(=O)(=O)N2CCOCC2)c1	-9	0.1	1.6	-4	-3	i	-10	3
